# Source: PubChem (Southern Research Specialized Biocontainment Screening Center)
# H1N1 NS1A inhibition – H1N1 influenza NS1A inhibitors, functional cell based assay (AID 504329); NS1A functional cell-based assay, percent inhibition; higher % means a stronger effect; one-dose inhibition, % at 12.5 µM; IC50 in µM for titrated hits; actives 0.3% (n = 340,000); in the data active = a potency from the dose series; inconclusive = inhibition above about 27% without an active follow-up result; also: strong numbers were not always called active
# VEEV TC-83 Vero – inhibitors of VEEV TC-83 cytopathic effect, confirmation, Vero cells (AID 588727). actives 0.13% (n = 350,000). inhibition, % at 20 µM, or IC50 in µM where a hit was titrated. Vero cells, VEEV TC-83 cytopathic effect inhibition; higher % means a stronger effect; in the data active = a potency from the dose series; inconclusive = inhibition mostly from about 14% at the one dose, without a potency; inactive = the rest, 99 in 100 with inhibition below about 12%; also: strong numbers were not always called active
# M. tuberculosis HTS – M. tuberculosis growth inhibition, HTS (AID 449762); M. tuberculosis H37Rv growth inhibition, 7H9 media; higher % means a stronger effect; inhibition, % at 25 µM, or IC50 in µM where a hit was titrated; actives 0.59% (n = 330,000); in the data active = a potency from the dose series; inconclusive = inhibition above about 70% without an active follow-up result;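 also: bacterial growth assessed after seven days of incubation; strong numbers were not always called active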
# PhoP GFP inhibition – PhoP regulon inhibitors, Salmonella typhi PhoP promoter GFP reporter, confirmatory (AID 1850). Salmonella Typhi PhoP-promoter GFP reporter, fluorescence, 4 h; higher % means a stronger effect. inhibition, % at 50 µM, or IC50 in µM where a hit was titrated. actives 0.33% (n = 310,000); in the data active = a potency from the dose series; inconclusive = inhibition mostly from about 25% at the one dose, without a potency; inactive = the rest, 99 in 100 with inhibition below about 19%;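 also: 0% = induced wells with vehicle and 100% = uninduced wells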
# tuberculosis growth – growth inhibition of non-replicating M. tuberculosis (AID 488890); inhibition, % at 25 µM; hits with a dose series show IC50 in µM; actives 0.39% (n = 320,000); Mycobacterium tuberculosis non-replicating, growth inhibition; higher % means a stronger effect; in the data active = a potency from the dose series; inconclusive = inhibition mostly from about 82% at the one dose, without a potency; inactive = the rest, 99 in 100 with inhibition below about 76%;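 also: plate controls were DMSO cells for no effect and high antibiotic wells for full effect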
# VEEV TC-83 Vero 10K pilot screen – further read-out of VEEV TC-83 Vero, marked with its call; inhibition, %; measured here: 10K pilot screen inhibition
# Starred values were filed as active, the others as inactive; i = inactive; ? = inconclusive; / = no result given; & = joins results of further samples.
SMILES,H1N1 NS1A inhibition,VEEV TC-83 Vero,M. tuberculosis HTS,PhoP GFP inhibition,tuberculosis growth,others
CC(C)OC(=O)c1c(NS(=O)(=O)c2ccccc2)sc2c1CCCC2,-12%,i,-2%,0%,59%,
CC(Oc1ccccc1)c1nnc(SCC(=O)NC2CC2)n1C (centres undefined),5%,i,-1%,-6%,1%,
CC(=O)Nc1ccc(OC(=O)Oc2ccc(NC(C)=O)cc2)cc1,21%,0.6%,9%,-13%,1%,
CC1=C(C(=O)Nc2ccc(C)cc2)C(c2ccc(C)o2)C2=C(CC(C)(C)CC2=O)N1 (centres undefined),10%,1.4%,2%,-3%,26%,
Cc1ccc(C(=O)N(c2ccccc2)C2CC(C)N(C(=O)c3ccco3)c3ccccc32)cc1 (centres undefined),8%,11%,-4%,7%,-3%,
Clc1ccccc1CN(Cc1ccco1)Cc1nnnn1C1CCCC1,-4%,1.1%,-3%,5%,21%,
O=c1[nH]c2cc3c(cc2cc1CN(Cc1cccs1)Cc1nnnn1Cc1ccco1)OCCO3,-9%,4.3%,-6%,-6%,5%,
CCOc1ccc(NC2=CC(=O)CC(c3ccco3)C2)cc1 (centres undefined),6%,0.1%,49%,-5%,53%,
O=C(O)CCc1nn2c3ccccc3nc2n(-c2ccccc2)c1=O,6%,1.1%,-6%,-7%,-4%,
COc1ccc(CN(Cc2ccc(C(=O)O)cc2)C(=S)Nc2cccc(C)c2)cc1OC,-6%,0.5%,5%,-8%,-8%,
O=S(=O)(/C=C/c1ccccc1)c1ccccc1,-5%,4.0%,/,-11%,12%,
CCc1cccc(NC(=O)CCCn2nc(C)c3c(C)n(-c4ccccc4)nc3c2=O)c1,-10%,2.1%,-13%,3%,-1%,
CCN(CC)CCNC(=O)Cc1c(C(=O)O)n(CC)c2ccccc12,-5%,i,3%,1%,0%,
O=C(CNC(=O)c1ccc(N2C(=O)c3ccccc3C2=O)cc1)OCC(=O)c1ccc(Cl)cc1,-10%,i,6%,-7%,5%,
Cc1cccc2c1N(CCOc1ccc(C(C)(C)C)cc1)C(=O)C2=O,8%,7.8%,5%,-8%,66%,
C=CCn1c(N)c(C(=O)OCC)sc1=S,9%,5.4%,-3%,-11%,-1%,
O=C(Cc1ccc(Br)cc1)NC1CCCCC1,-6%,0.1%,-5%,-9%,20%,
O=P(NC1CCCCC1)(Oc1ccccc1)Oc1ccccc1,-1%,7.8%,/,/,/,
Cc1sc2nc(-c3cccnc3)[nH]c(=O)c2c1-c1ccccc1,6%,9.8%,1%,-13%,43%,
O=C1CCCC1C(=O)Nc1ccc2ccccc2c1 (centres undefined),-19%,0.2%,8%,0%,12%,
Cc1ccc(Oc2ncccc2/C=N/OCc2ccc(Cl)c(Cl)c2)cc1,-4%,0.8%,9%,-7%,9%,
COc1ccccc1-c1oc2ccccc2c1-c1ccc2c(c1)OCO2,-2%,2.0%,17%,/,10%,
O=C(c1ccc2c3c(cccc13)CC2)C1CCCN(Cc2ccncc2)C1 (centres undefined),-5%,0.3%,13%,14%,39%,
O=C(O)c1cn(-c2ccccc2)nc1-c1cccnc1,-1%,i,-4%,-2%,5%,
Cn1cnc2cc(NCc3ccccc3O)ccc21,-5%,2.2%,33%,1%,-1%,
Cc1ccc(Oc2cc(C)nc(-c3ccccc3O)n2)cc1,6%,4.2%,-1%,-1%,-12%,
CC(C)C[C@@H](CN1CCCC1CN1C(=S)NC[C@@H]1Cc1ccc(O)cc1)N1C[C@H](Cc2ccc(O)cc2)N(CC2CCCCC2)C1=S (some centres undefined),2%,i,/,/,/,
CCC(CC)C(=O)N1CC(=O)Nc2ccc(F)cc2C1c1ccccc1 (centres undefined),2%,1.4%,3%,-3%,1%,
CCC(Oc1ccc(C)c(C)c1)C(=O)O (centres undefined),-22%,0.4%,-9%,4%,5%,
O=C(CN1CCCCC1)Nc1scc2c1c(=O)oc1ccccc12,2%,i,-2%,-1%,-12%,

# Pulled by structure from the list above (6):
SMILES,H1N1 NS1A inhibition,VEEV TC-83 Vero,M. tuberculosis HTS,PhoP GFP inhibition,tuberculosis growth,others
O=P(NC1CCCCC1)(Oc1ccccc1)Oc1ccccc1,-1%,7.8%,/,/,/,
CC(=O)Nc1ccc(OC(=O)Oc2ccc(NC(C)=O)cc2)cc1,21%,0.6%,9%,-13%,1%,
Cc1cccc2c1N(CCOc1ccc(C(C)(C)C)cc1)C(=O)C2=O,8%,7.8%,5%,-8%,66%,
O=C(Cc1ccc(Br)cc1)NC1CCCCC1,-6%,0.1%,-5%,-9%,20%,
Cc1sc2nc(-c3cccnc3)[nH]c(=O)c2c1-c1ccccc1,6%,9.8%,1%,-13%,43%,
CCc1cccc(NC(=O)CCCn2nc(C)c3c(C)n(-c4ccccc4)nc3c2=O)c1,-10%,2.1%,-13%,3%,-1%,

# Remaining list, next part.
SMILES,H1N1 NS1A inhibition,VEEV TC-83 Vero,M. tuberculosis HTS,PhoP GFP inhibition,tuberculosis growth,others
C=CCN(C(=O)c1csnn1)C(C(=O)NC1CCCC1)c1ccc(Cl)cc1 (centres undefined),2%,i,-2%,-1%,12%,
N#CCCCCn1ccc(NC(=O)c2ccc(Cl)cc2O)n1,-4%,0.3%,-5%,16%,9%,
O=C(CCC(=O)N1CCCc2ccccc21)N1CCN(S(=O)(=O)c2ccccc2)CC1,-1%,3.3%,-3%,3%,5%,
COC(=O)c1cc(C(=O)N2CCN(c3cccc(C)c3C)CC2)cc([N+](=O)[O-])c1,6%,0.0%,68%,5%,13%,
CN(C)CCCN(C(=O)CCOc1ccccc1)c1nc2ccc(F)cc2s1,-8%,12%,/,/,/,
Cc1c(C(=O)OCCOC(C)C)[nH]c2c1C(=O)CC(C)(C)C2,-6%,0.6%,-3%,-14%,5%,
CC(=O)Oc1ccccc1N(C(C)=O)S(=O)(=O)c1cccc([N+](=O)[O-])c1,3%,2.7%,8%,-4%,4%,
Cc1ccc(-c2nc3ccccc3o2)cc1NC(=O)c1ccc2c(c1)OCO2,0%,4.2%,-10%,-9%,-8%,
COc1ccccc1NC(=O)CN1CCN(c2ccc(Cl)cc2)CC1,4%,3.7%,1%,6%,18%,
N#Cc1ccc2c(c1)nc1ccccn12,-2%,0.7%,-4%,16%,-5%,
CN1C(=O)C(C)(C)c2cc(S(=O)(=O)N3CCCC3C(=O)NCc3ccc(F)cc3)ccc21 (centres undefined),4%,0.8%,0%,/,2%,
COc1ccc(COCC(O)CN2CCCCC2)cc1OC (centres undefined),9%,1.6%,2%,0%,6%,
Cc1ccc2nc3c(c(Nc4ccccc4)c2c1)CCC3,-27%,1.8%,43%,2%,76%,
COc1ccc(C(=O)c2c(C(F)(F)F)oc3c2C(=O)c2ccccc2C3=O)cc1OC,12%,i,12µM*,4%,55%,
CCOC(=O)N1C2C=CC(C2)N1C(=O)OCC,5%,i,/,/,/,
CCOC(=O)c1ccc(N/C(=N/S(=O)(=O)c2ccccc2)c2ccccc2)cc1,0%,2.9%,-11%,-4%,13%,
CC(C)CC(=O)C(=O)O,3%&1%,0.5%&0.2%,-2%&0%,-16%&-3%,-7%&-5%,
COc1ccc(CN2CCN(Cc3ccc(OC)c(OC)c3OC)CC2)cc1,-3%,0.3%,6%,1%,13%,
Cc1ccccc1NC(=O)CCSc1nnnn1-c1ccccc1,19%,5.1%,1%,12%,7%,
Cc1nn(C)cc1CNC(=O)Nc1ccc(Cl)c(Cl)c1,-2%,i,9%,4%,2%,

# Overlap with the part before: 2 compounds; new compounds follow.
SMILES,H1N1 NS1A inhibition,VEEV TC-83 Vero,M. tuberculosis HTS,PhoP GFP inhibition,tuberculosis growth,others
Cc1ccccc1NC(=O)CCSc1nnnn1-c1ccccc1,19%,5.1%,1%,12%,7%,
Cc1nn(C)cc1CNC(=O)Nc1ccc(Cl)c(Cl)c1,-2%,i,9%,4%,2%,
COc1cc(/C=C2/C(=O)NN(c3ccc(F)cc3)C2=O)cc([N+](=O)[O-])c1O,5%,0.7%,53%,35%,69%,
COC(=O)c1cn(Cc2cc(OC)ccc2OC)cc(F)c1=O,-7%,0.5%,-1%,0%,-10%,
O=C(O)c1ccccc1OCCOc1ccccc1,-1%,0.5%,4%,3%,1%,
CCC(C)[C@H](NC(=O)[C@@H]1Cc2ccccc2CN1C(=O)OC(C)(C)C)C(=O)NCC1CCC(C(=O)O)CC1 (some centres undefined),13%,3.4%,1%,3%,14%,
CC(=O)Nc1ccc(N2C(=O)CSC2c2ccc([N+](=O)[O-])cc2)cc1 (centres undefined),-3%,0.2%,3%,-7%,-3%,
CC1CCC(NC(=O)CSc2nnc(-c3cccnc3)o2)CC1 (centres undefined),-5%,2.4%,-4%,/,?,
COc1ccc(NC(=O)Nc2ccccc2SC)cc1,-15%,1.3%,8%,2%,22%,
CC(NC(=O)C1CCCC1)c1ccccc1 (centres undefined),-6%,i,/,/,/,
Cc1onc(-c2c(Cl)cccc2Cl)c1C(=O)N=C(N)N1CCCC1,-2%,1.5%,3%,4%,-5%,
O=C(OCC(=O)N1CCc2ccccc2C1)c1ccc(N2CCOCC2)c([N+](=O)[O-])c1,6%,0.0%,?,5%,77%,
COc1ccc(CNC(=O)CN(C)S(=O)(=O)c2ccc3c(c2)n(C)c(=O)c(=O)n3C)cc1,-4%,3.1%,-13%,2%,-7%,
C/C=C/c1ccc(OCCOCCOc2cccc3cccnc23)c(OC)c1,-5%,0.4%,18%,11%,69%,
Cc1nnc(SCC(=O)NCc2ccco2)n1Cc1ccccc1,-7%,0.7%,-10%,-5%,-6%,
Cc1cccc(CN2C(=O)NC(c3ccccc3)(c3ccccc3)C2=O)c1,-5%,1.4%,4%,10%,13%,
S=C(NCCc1ccccc1)N1CCc2ccccc2C1,-5%,i,13%,-1%,75%,
COc1ccc2oc(C(=O)OCC(=O)NCCc3ccc(S(N)(=O)=O)cc3)c(C)c2c1,5%,i,0%,/,-6%,
CC1NC(=O)N(C)[C@@H]2NC(=O)N(C)C(c3ccc([N+](=O)[O-])cc3)[C@@H]12 (some centres undefined),-6%,1.4%,-8%,9%,-17%,VEEV TC-83 Vero 10K pilot screen=0.5
COc1ccccc1-c1csc(NC(=O)c2ccc(N3C(=O)CCC3=O)cc2)n1,-2%,0.8%,8%,-3%,8%,
COCCN(CC(=O)Nc1cccc(C)c1C)C(=O)Cn1cnc2ccccc2c1=O,-12%,1.4%,/,/,/,
O=C1NC(c2ccco2)Nc2ccccc21 (centres undefined),-8%,0.7%,0%,-3%,3%,
CC(C)OC(=O)Nc1ccc(N=C(N)N[N+](=O)[O-])cc1,7%,1.3%,2%,-14%,-8%,
O=C(Cn1c(=O)oc2ccc(Cl)cc21)Nc1ccon1,1%,2.2%,-3%,6%,-3%,
CCOC(=O)[C@H]1[C@H]2COc3ccc(OC)cc3[C@@H]2N2C(=O)c3ccccc3NC(=O)[C@@]12C,-22%,i,4%,7%,9%,
O=C(NCc1cccc(CNC(=O)C(=O)NCC2CCCO2)c1)C(=O)NCC1CCCO1 (centres undefined),/,2.4%,-9%,-6%,-1%,
O=C(O)c1ccc(N2C(=O)c3ccc(C(=O)c4cccc([N+](=O)[O-])c4)cc3C2=O)cc1,5%,i,9%,-8%,25%,VEEV TC-83 Vero 10K pilot screen=1.1
CCN(CC)S(=O)(=O)c1cccc(-c2csc(C)n2)c1,17%,5.1%,-1%,8%,1%,
COc1ccc(-c2n[nH]c(=S)n2-c2ccccc2C)cc1,-7%,1.1%,-2%,-7%,-19%,
